E-sel inducer – E-selectin induction on HUVECs; P16581; HUVEC E-selectin immunofluorescence imaging; normalized: neutral wells 0, TNF-alpha wells 100; activation, % at 7.58 µM; 260,000 compounds, 0.37% hits; AID 686992;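 active = mean E-selectin-positive cell signal at least 10% of the positive control, reached in at least 60% of replicates, without over 20% cell loss; inconclusive = no rule given, readout overlaps actives, possibly toxicity-flagged; inactive = the rest, including those meeting only one limit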;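 note: in these data hits start at about 27%; measured in HUVEC primary endothelial cells; signal is the percent of cells scored E-selectin positive by PE staining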
Target sequence (P16581 whole entry, looked up): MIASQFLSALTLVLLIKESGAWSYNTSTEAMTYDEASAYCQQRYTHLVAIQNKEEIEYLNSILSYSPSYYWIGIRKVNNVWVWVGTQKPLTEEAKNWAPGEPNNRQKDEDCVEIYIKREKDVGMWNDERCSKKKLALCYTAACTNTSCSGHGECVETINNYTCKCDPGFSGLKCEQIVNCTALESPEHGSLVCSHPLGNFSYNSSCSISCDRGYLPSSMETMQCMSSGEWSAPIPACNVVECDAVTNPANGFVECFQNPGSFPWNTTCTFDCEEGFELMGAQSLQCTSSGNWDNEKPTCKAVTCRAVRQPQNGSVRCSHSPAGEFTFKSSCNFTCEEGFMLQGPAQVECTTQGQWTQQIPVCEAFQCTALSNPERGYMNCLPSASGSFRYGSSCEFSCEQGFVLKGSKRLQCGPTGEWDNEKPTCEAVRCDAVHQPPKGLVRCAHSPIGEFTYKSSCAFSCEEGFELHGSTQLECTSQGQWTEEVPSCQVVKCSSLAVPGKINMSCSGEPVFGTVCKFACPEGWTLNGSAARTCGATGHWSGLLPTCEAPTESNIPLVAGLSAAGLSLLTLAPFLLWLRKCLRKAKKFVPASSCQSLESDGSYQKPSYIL
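Read-out: % PE-positive cells | Test system: HUVEC | Doses: One compound dose added by pin transfer | Buffer or medium: EGM-2 over gelatin coat | Signal: Immunofluorescence imaging | Benchmarks: TNF-alpha, DMSO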
ERp5 block – inhibitors of human ERp5. Q15084. inhibition, % at 9.99 µM. 350,000 compounds, 0.05% hits. ERp5 insulin aggregation, absorbance 650 nm, 90 min;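 active = mean replicate inhibition above about 25%, with every replicate also reaching it, limit read from the data, passing the limit was not always enough; inconclusive = only one of those two criteria met; inactive = neither criterion met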
ERAP1 HTS inh – ERAP1 (human) enzyme inhibition. 340,000 compounds, 0.15% hits. inhibition, % at 10.7 µM. AID 652197. recombinant ERAP1, Leu-AMC fluorescence, 60 min;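 active = mean replicate inhibition of at least 30%, or all replicates individually reaching that 30% level; inactive = mean below 30% and not every replicate reaching it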;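 note: 0% = neutral control wells and 100% = L-leucinethiol positive control wells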
XiGFP reactiv – reactivates the inactive X chromosome in mouse fibroblasts; XiGFP mouse fibroblasts, % GFP-positive cells imaging, 3 d; cells co-treated with 5-aza-dC sensitizer; scaled so ellipticine positive control = 100%; activation, % at 7.58 µM; 360,000 compounds, 0.055% hits;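 active = mean normalized replicate activation at least 10% and every replicate at or above 10%; inconclusive = only one of the two criteria met; inactive = mean below 10% and not all replicates reach 10%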;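 note: 0% = median of on-plate neutral control wells and 100% = ellipticine 6 µM median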
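Material: XiGFP fibroblasts, SV40-immortalized. Buffer or medium: DMEM plus 5-aza-dC sensitizer. Compound: single concentration per compound, delivered by pin transfer. Times: 3 days compound exposure. Controls: ellipticine 6 µM.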
S100A4 MyoIIA – S100A4-myosin IIA interaction inhibition; P26447; S100A4/TAMRA-MyoIIA peptide fluorescence polarization; inhibition, % at 10.7 µM; 360,000 compounds, 0.14% hits; AID 652163;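 active = mean inhibition of at least 70% across replicates, with every replicate also reaching that level; inconclusive = mean inhibition reaches 70% but some replicates fall short; inactive = mean inhibition below 70%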
Target sequence (P26447 whole entry, looked up): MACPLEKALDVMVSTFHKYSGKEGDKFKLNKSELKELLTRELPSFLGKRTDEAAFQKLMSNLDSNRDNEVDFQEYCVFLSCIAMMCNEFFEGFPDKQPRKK
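Test system: S100A4 monomer protein. Medium: HEPES buffer with Ca2+, pH 7.2. Reagent: fluorescent myosin IIA peptide, 5 nM. Compound dosing: single-point compound testing. Timing: 5 min between mix addition and reading. Benchmarks: DMSO neutral and TFP positive wells.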
RAD52 inh – RAD52 (human) annealing inhibition; 360,000 compounds, 0.46% hits; recombinant RAD52 DNA annealing, FRET fluorescence; inhibition, % at 18.7 µM;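 active = every replicate showing at least 50% inhibition; inconclusive = mean inhibition at least 50% but not in every replicate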
RAD54 branch – RAD54 (human) branch migration inhibition; Q92698; 360,000 compounds, 0.14% hits; inhibition, % at 10.4 µM; RAD54 Holliday junction branch migration, FAM/BHQ fluorescence;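 active = mean normalized replicate activity at least 40 and at least half of replicates scoring 40 or more; inconclusive = only one of the two criteria met; inactive = mean below 40 and under half of replicates reaching 40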;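 note: 0% = median of neutral control wells and 100% = median of positive control wells; inhibitors cause a drop in the FAM fluorescence signal; in these data hits start at about 50%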
esBAF inh – blocks esBAF chromatin remodeling in mouse ES cells; 350,000 compounds, 2% hits; Bmi1-luciferase knock-in reporter, 24 h; 100% = twice the neutral-well signal; reporter increase, % at 12.5 µM; in the data active = activation above about 40%; inconclusive = no clear call, values can overlap the other calls;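 note: 0% = median of the plate's neutral control wells and 100% = double that signal; a rise in the Bmi1 reporter signal indicates esBAF inhibition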
An asterisk follows results filed as active; ? = inconclusive; nt = not tested or not shown; & = joins results of further samples.

SMILES	E-sel inducer	ERp5 block	ERAP1 HTS inh	XiGFP reactiv	S100A4 MyoIIA	RAD52 inh	RAD54 branch	esBAF inh
CCN(CC)CCn1c(N)nc2ccccc21	4.8	-3	-1	0.0	0	2	5	-5
COc1ccc(NC(=O)CC2SC(N3CCCCC3)=NC2=O)cc1OC (configuration not stated)	-0.1	4	3	0.0	-1	-15	10	1
CCOC(=O)c1cc(NC(=O)Nc2ccc(Br)cc2)c(C)nc1C	nt	6	-4	0.0	1	-6	nt	nt
CCCCc1c(-c2ccccc2OC)ncn1Cc1ccccc1Cl	-0.4	0	0	-0.2	2	5	nt	nt
COc1ccc(NC(=O)N[C@H]2CC[C@H](CCn3cc(C4(O)CCCC4)nn3)O[C@@H]2CO)cc1	0.0	-9	2	0.0	6	7	-3	5
CC(=O)c1ccc(NC(=S)N(CCCN(C)C)Cc2ccccc2)cc1	5.2	-2	0	-0.1	-8	-7	nt	9
C[C@H]1CN([C@@H](C)CO)C(=O)c2cc(NC(=O)C3CC3)ccc2O[C@H]1CN(C)Cc1ccncc1	-0.1	2	-1	0.1	-2	4	5	4
C/C=C/c1cnc2c(c1)C(=O)N([C@H](C)CO)C[C@H](C)[C@@H](CN(C)C(=O)Nc1c(C)noc1C)O2	nt	17	0	1.0	-15	-8	-2	3
COc1ccc(CC(=O)O/N=C(\N)c2ccccn2)cc1OC	-0.1	1	-3	-0.1	3	-16	-8	6
COC(=O)c1ccccc1NC(=O)NCc1c(C)nn(C)c1C	1.6	1	-2	0.2	1	-19	-8	1
CCOc1ccccc1C(=O)N1CCC[C@@H]1C(=O)N1CCC[C@H]1C(=O)NCc1ccccc1	0.0	4	-5	-0.1	-1	-6	nt	nt
CCOc1ccc(NC(=O)C2=C(C)NC(=S)NC2c2ccc(O)c(OC)c2)cc1 (configuration not stated)	nt	-7	1	0.0	5	5	9	nt
O=C(NCc1ccccc1)c1cc2ccc(O)cc2oc1=O	nt	4	-18	0.2	1	-20	5	14
CCN1C[C@@H]2[C@@H]3C(=O)N(C)C(=O)[C@@H]3[C@](C)(C1=O)N2C(=O)c1ccc(Cl)c(Cl)c1	0.0	-3	0	-0.1	-2	-7	-4	-2
CCC(C)NC(=O)Cn1cnc([N+](=O)[O-])c1 (configuration not stated)	nt	2	-1	0.2	-6	-18	nt	nt
CCN(Cc1cccs1)C(=O)c1cccc(S(=O)(=O)N2CCN(C)CC2)c1	0.0	2	18	0.0	0	-5	-9	-1
CCC(=O)N(C)CCc1cc2c(c(OC)c1/C=N/Nc1ccc(C(=O)O)cc1)OCO2	0.0	5	11	0.0	-7	-11	nt	nt
O=C(/C=C/c1ccc(Cl)cc1)Nn1c(-c2cccs2)nc2ccccc2c1=O	-9.2	2	-4	-0.1	1	-6	nt	5
CNC[C@H]1OCCCC[C@@H](C)Oc2ccc(NC(=O)Nc3c(C)noc3C)cc2C(=O)N([C@@H](C)CO)C[C@@H]1C	0.0	-2	7	-0.3	-19	-178	-8	-5
CS(=O)(=O)c1ccc(-c2nnn(CC(=O)N3CCCCC3)n2)cc1	nt	-4	-5	0.0	-8	-8	-2	-10
COC(=O)COc1ccc(C(=O)Cn2c(NCCCO)nc3ccccc32)cc1	-0.1	2	nt	0.1	3	-21	-14	-5
CC(=O)Nc1ccc(S(=O)(=O)N[C@@H](C)C(=O)OCc2cc([N+](=O)[O-])cc3c2OCOC3)cc1	-0.1	-2	nt	0.9	2	-8	6	-1
Cc1ccccc1CN1CCc2cc([N+](=O)[O-])ccc21	nt	3	4	-0.1	-6	-5	2	3
CN1C(=O)c2cc(NC(=O)c3ccc(F)cc3)ccc2OC[C@@H]2O[C@H](CC(=O)NC3CCC3)CC[C@H]21	0.3	-1	1	0.2	-6	9	-1	-7
Cc1nc2c(C)cccn2c1C(=O)N/N=C/c1ccccc1[N+](=O)[O-]	0.8	0	3	-0.1	0	-3	nt	nt

(continued)
SMILES	E-sel inducer	ERp5 block	ERAP1 HTS inh	XiGFP reactiv	S100A4 MyoIIA	RAD52 inh	RAD54 branch	esBAF inh
COc1ccc(CCNC(=O)CS(=O)Cc2nc(-c3ccccc3F)oc2C)cc1OC (configuration not stated)	nt	0	-6	0.0	-10	-21	nt	nt
C[C@H]1CN([C@@H](C)CO)C(=O)Cc2cc(NC(=O)Nc3ccc(F)cc3)ccc2O[C@@H]1CN(C)Cc1ccc(-c2ccccc2)cc1	0.2	3	0	0.2	-9	8	-7	2
COc1ccc(OCCNC(=O)C2(C)CCN2Cc2ccc(SC)cc2)cc1 (configuration not stated)	-0.2	18	3	0.2	0	6	3	-5
Cc1ccc(C)c(NC(=O)c2cc(S(=O)(=O)N3CCCCC3)ccc2N2CCOCC2)c1	nt	0	1	-0.1	6	9	7	2
O=C(CCNC(=O)c1ccc([N+](=O)[O-])cc1)NNC(=O)c1ccccc1F	-1.0	1	1	0.0	-4	-10	-2	-10
CC(C)Oc1ccccc1/C=N/NC(=O)C1CC1	nt	2	nt	0.0	-10	-22	0	nt
C[C@H](CO)N1C[C@H](C)[C@H](CN(C)C(=O)CCCN(C)C)OCCCC[C@H](C)Oc2ccc(NC(=O)Nc3ccc(F)cc3)cc2C1=O	0.8	1	11	0.1	17	24	5	0
CCC(=O)N(C)C[C@@H]1Oc2cc(-c3ccccc3)ccc2S(=O)(=O)N([C@H](C)CO)C[C@@H]1C	-0.1	2	0	0.2	-6	10	-3	-11
C[C@@H]1CN([C@H](C)CO)C(=O)c2cc(NC(=O)CCC(F)(F)F)ccc2O[C@@H](C)CCCCO[C@H]1CN(C)S(=O)(=O)c1ccc(Cl)cc1	-0.2	4	4	0.5	-6	-4	0	2
CCOC(=O)C1=CCN(S(=O)(=O)c2ccccc2)C1c1ccc(Cl)cc1 (configuration not stated)	0.2	1	-7	0.0	1	-4	2	-8
O=C(NCc1ccccc1F)C(=O)NCC1CCCN1S(=O)(=O)c1cccs1 (configuration not stated)	2.7	-2	3	0.2	-4	-86	-4	-2
Cc1cc(C)c(S(=O)(=O)NCc2csc(C)n2)c(C)c1	-0.3	-2	-4	0.6	-4	-12	8	-1
CC(C)CCNc1nc(N)c([N+](=O)[O-])c(NC2CCCCC2)n1	0.7	-2	-1	0.4	-6	-4	1	0
CCN(CC)CCNC(=O)c1ccc(NC(=O)c2ccc(C(=O)c3ccccc3)cc2)cc1	0.0	-4	8	0.1	-7	2	nt	-6
CC(=O)NS(=O)(=O)c1ccc(NC(=O)[C@@H]2CCCN2S(=O)(=O)c2ccc(Cl)cc2)cc1	nt	-3	3	0.0	10	-15	-3	-6
COc1cc(C)c(CN2CCC(n3nccc3NC(=O)C3CC3)CC2)cc1C	nt	5	-1	0.1	1	-8	-5	nt
COc1ccc(S(=O)(=O)N(C)C[C@H]2Oc3ccc(NC(=O)Nc4ccc(C(F)(F)F)cc4)cc3C(=O)N([C@H](C)CO)C[C@@H]2C)cc1	0.2&1.3	14&15	0&1	0.3&0.0	-9&-3	-11&-13	6&-4	7&5
CC12CS(=O)(=O)CC1SC(=S)N2Cc1ccccc1 (configuration not stated)	nt	8	3	0.0	3	-6	nt	nt
C/C(=N\NC(=O)c1ccc(NS(=O)(=O)c2cccs2)cc1)c1cccs1	0.0	6	-3	-0.1	-1	-17	5	4
O=C1CC(N2CCSCC2)C(=O)N1c1cccc(Cl)c1 (configuration not stated)	1.6	-4	0	0.4	-2	-28	nt	nt
C[C@@H]1CN([C@@H](C)CO)S(=O)(=O)c2ccc(C#C[C@@H](C)O)cc2O[C@@H]1CN(C)C(=O)Cc1ccccn1	-0.2	4	2	0.3	26	10	4	1
CCNC(=O)C[C@H]1CC[C@@H]2[C@H](COC[C@H](O)CN2C(=O)Nc2cccc(OC)c2)O1	0.2	nt	nt	0.8	nt	nt	1	-2
CN(C)C(=O)c1ccc(-c2ccc([C@H]3[C@H](CO)N4CCCCN(CCC(F)(F)F)C[C@@H]34)cc2)cc1	-0.1	0	1	0.1	-1	0	-6	-1
CCN(CC)S(=O)(=O)c1ccc(N2CCOCC2)c(NC(=O)c2cc(=O)[nH]c3ccccc23)c1	1.7	-8	9	0.0	-6	-10	-5	-2
Cc1ccc(S(=O)(=O)N2CC[C@H]3[C@@H](C2)C(=O)C[C@@H](c2ccccc2)N3S(=O)(=O)c2ccc(C)cc2)cc1	nt	-2	nt	0.2	1	-13	-1	-2

The listing continues.
SMILES	E-sel inducer	ERp5 block	ERAP1 HTS inh	XiGFP reactiv	S100A4 MyoIIA	RAD52 inh	RAD54 branch	esBAF inh
C(=N\Nc1nn2cnnc2c2ccccc12)/c1ccco1	1.4	-1	1	0.1	-1	0	nt	nt
C[C@@H]1CN([C@@H](C)CO)C(=O)c2cc(NC(=O)Cn3cnnn3)ccc2O[C@H]1CN(C)Cc1ccc(-c2ccccc2)cc1	0.1	-1	1	-0.1	-6	11	6	-2
Cc1oc(C(C)(C)C)cc1C(=O)Nc1ccc2c(c1)OCO2	nt	-9	-1	-0.1	0	4	0	?
C[C@@H]1CN([C@@H](C)CO)C(=O)c2cc(-c3ccccc3)cnc2O[C@@H]1CN(C)C(=O)C1CCOCC1	0.6	-1	0	-0.7	-6	-2	-2	1
O=C(/C=C/c1ccccc1)NC(N1CCOCC1)C(Cl)(Cl)Cl (configuration not stated)	nt	0	0	0.1	-2	-9	nt	10
COC(=O)c1c(CC[C@@H](CO)NC(=O)N[C@H](Cn2cc(-c3cncn3C)nn2)C(C)C)oc(C(C)=O)c1C(=O)OC	nt	-1	0	nt	0	17	nt	nt
COc1ccc(S(=O)(=O)NC2CC(=O)N(c3ccccc3)C2)cc1C (configuration not stated)	0.7	-3	2	0.0	4	-7	-5	nt
Nc1nc(NCCOCCO)nc(NC2CCCCC2)c1[N+](=O)[O-]	-0.2	2	0	0.0	-6	-8	-11	10
Cc1ccc(CS(=O)(=O)c2cn(CC(=O)N3CCOCC3)c3ccccc23)cc1	0.5	9	3	0.0	-1	-2	-8	nt
Cc1ccc(C(=O)COC(=O)CCNS(=O)(=O)c2ccccc2F)cc1	0.1	-2	-1	0.0	-6	-11	-12	9
CNC(=O)C[C@H]1CC[C@H]2[C@@H](COc3ccc(NC(=O)c4ccccc4F)cc3C(=O)N2C)O1	-0.2	nt	nt	0.1	nt	nt	0	-1
Cc1nc(C/C(=N\Nc2ccccc2)c2ccc(O)cc2O)cs1	0.1	1	-1	0.4	12	-17	4	14
Nc1nc(N)nc(COc2ccccc2)n1	nt	0	1	0.2	6	1	nt	nt
Cc1[nH]c2ccccc2c1C(=O)C(=O)N1CCN(c2ccccc2Cl)CC1	1.9	2	1	0.2	-4	-16	0	5
CCN(CC(=O)Nc1sc2c(c1C#N)CCC(C)C2)CC(=O)NC1CCS(=O)(=O)C1 (configuration not stated)	0.1	-1	19	0.4	-3	-9	-8	16

Screening data deposited in PubChem by Broad Institute.
